# Screening results (PubChem BioAssay)
# TbREL1 primary – TbREL1 inhibition, primary screen. inhibition, % at 9.66 µM. TbREL1 RNA ligation, FRET fluorescence. 89,000 tested, 0.49% active;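 active = inhibition above the mean inhibition across all screened compounds plus 3 SD, cut at about 11% in these data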;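 also: 0% = plate median of test wells and 100% = NSC42067 control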
# Target sequence (P86926 whole entry, looked up): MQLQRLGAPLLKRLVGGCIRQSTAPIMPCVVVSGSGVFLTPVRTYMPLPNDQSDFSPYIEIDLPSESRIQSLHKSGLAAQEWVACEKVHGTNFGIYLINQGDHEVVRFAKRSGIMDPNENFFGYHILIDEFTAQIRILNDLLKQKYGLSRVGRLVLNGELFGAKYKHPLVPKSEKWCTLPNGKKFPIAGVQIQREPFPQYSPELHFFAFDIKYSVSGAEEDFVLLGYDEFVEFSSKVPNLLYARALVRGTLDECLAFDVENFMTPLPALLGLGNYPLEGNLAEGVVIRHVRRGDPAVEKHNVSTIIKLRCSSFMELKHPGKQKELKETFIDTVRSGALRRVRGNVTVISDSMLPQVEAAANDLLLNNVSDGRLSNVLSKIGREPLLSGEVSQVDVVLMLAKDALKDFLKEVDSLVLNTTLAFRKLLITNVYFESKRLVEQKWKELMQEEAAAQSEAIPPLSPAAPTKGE
# Starred values were filed as active, the others as inactive.
canonical_smiles	TbREL1 primary
CN(C)c1cccc(NC2=CC(=[N+]3CCOCC3)CC(C)(C)C2)c1	-4
CC1(C)CC(=O)C=C(N=CC2=C(O)CC(C)(C)CC2=O)C1	0
COc1ccc(-n2c(SCC(=O)NNC(=S)Nc3ccc(C)cc3)nnc2-c2ccccc2)cc1	-9
O=C(CN1CCCC1)Nc1ccccc1Cl	-1
COc1ccc(CNC(=O)c2ccc[nH]2)cc1Cl	0
CCOC(=O)C1(Cc2cccc(OC)c2)CCN(Cc2ccc(OC)c(O)c2)CC1	1
O=C1c2ccc(-c3ccc(F)cc3OCc3ccccc3)cc2S(=O)(=O)c2cccc(C(=O)N3CCN(c4ncc(Br)cn4)CC3)c21	-1
O=C1c2ccsc2SCCN1Cc1ccc(Cl)cc1Cl	-1
CC(=O)Nc1cccc(C(=O)OCC(=O)NC2CCCCCCC2)c1	2
O=C(COC(=O)c1cc([N+](=O)[O-])ccc1NCc1ccccc1)NC1CCCc2ccccc21 (stereo unspecified)	0
CCOc1ccc(OCC)c(NC(=O)C2CCCN(c3ncccn3)C2)c1 (stereo unspecified)	-2
Cc1ccc(S(=O)(=O)CCC(=O)OCC(=O)NCc2ccc(F)cc2)cc1	-2
COc1cccc(C2CC(c3cccc(Br)c3)n3nc(N)nc3N2)c1 (stereo unspecified)	0
O=C(Nc1ccc(CN2CCOCC2)cc1)c1ccc(-c2ccc(Cl)cc2Cl)o1	-3
CCOC(=O)c1c(C)cccc1OCC(N)=O	0

# An excerpt from above in order of their number in TbREL1 primary, descending:
canonical_smiles	TbREL1 primary
COc1cccc(C2CC(c3cccc(Br)c3)n3nc(N)nc3N2)c1 (stereo unspecified)	0
O=C1c2ccsc2SCCN1Cc1ccc(Cl)cc1Cl	-1
O=C(Nc1ccc(CN2CCOCC2)cc1)c1ccc(-c2ccc(Cl)cc2Cl)o1	-3

# The listing continues.
canonical_smiles	TbREL1 primary
COc1ccc(C(=O)NCCCNC(=O)c2cnccn2)cc1Br	0
CSc1ccc(CN(C)CC(=O)NC(C)c2ccccc2)cc1 (stereo unspecified)	-2
Cc1csc(NC(=O)C2CCCCN2S(=O)(=O)c2ccccc2)n1 (stereo unspecified)	0
Cc1ccc(S(=O)(=O)NCC(=O)NCC(=O)OC(C(=O)NC(N)=O)C(C)C)cc1C (stereo unspecified)	-2
CN(C)Cc1c(O)ccc2oc(Cc3ccccc3)cc12	-1
O=C(COC(=O)c1cccs1)Nc1cccc(Cl)c1	5
Cc1ccc(-c2nc(CS(=O)CC(=O)NCc3ccco3)c(C)o2)cc1 (stereo unspecified)	0
O=C(c1ccccc1)N1CCn2c(nc3ccccc32)C1	0
O=C(NCC1COc2ccccc2O1)c1ccc(Br)s1 (stereo unspecified)	1
Cc1ccc(-c2nnn(CC(=O)N(Cc3ccco3)C(C(=O)NC(C)(C)C)c3cccs3)n2)o1 (stereo unspecified)	-3
C[C@@H]1C(c2ccc(F)cc2)=NN(c2ccccc2)[C@H]1C(=O)N1CCOC1=O	2
CCN(CC(=O)Nc1ccccc1C(F)(F)F)C(=O)c1cccc(N2C(=O)CCC2=O)c1	1
O=C(O)CSc1nnc(CNc2ccc(F)cc2)n1-c1ccccc1	-2
CCn1ncc(/C=N\NC(=O)COc2cc(C)cc(C)c2)c1C	-1
O=S(=O)(N/N=C\c1c(F)cccc1Cl)c1ccc(Cl)cc1	0

canonical_smiles	TbREL1 primary
CCOCCCNC(=O)CN1CCN(S(=O)(=O)c2ccc3c(c2)CCC3)CC1	3
CC(=O)Nc1ccc(Nc2nccc(C)n2)cc1	-1
O=C(NCc1cccnc1)c1cccc(OC2CCN(Cc3ccc(CO)o3)CC2)c1	-3
O=C(COC(=O)c1ccc(F)cc1)Nc1cc(S(=O)(=O)N2CCOCC2)ccc1N1CCCC1	-1
CCC1SC2=NC(C)=C(C(=O)OC)C(c3ccc(C(=O)OC)cc3)N2C1=O (stereo unspecified)	0
CCN(CC)c1ncnc2c1[nH]c1ccccc12	1
O=C(CSc1n[nH]c(=O)n1C1CC1)c1ccc(F)cc1	4
CC(=O)Nc1ccc(S(=O)(=O)N2C3CCCC2CC(NC(=O)C2CCCCC2)C3)cc1 (stereo unspecified)	1
c1ccc(Oc2nc(-c3cccnc3)nc3ccccc23)cc1	-1
CC(=O)NCCCc1nc2ccccc2n1Cc1ccccc1C	-4
Fc1ccc(Cn2ccc3ccc(-c4ccc5ccn(Cc6ccccc6)c5c4)cc32)cc1	4
CC(=O)Nc1ccc(NC(C)=O)c(NC2OCC(O)C(O)C2O)c1 (stereo unspecified)	0
CCCS(=O)(=O)c1c(S(=O)(=O)CCC)c2c(N)cccn2c1C(=O)c1ccc(F)cc1	5
CC(=O)NN(O)C1N(C)C(=O)N(Cc2ccccc2)C1(C)C (stereo unspecified)	2
COCc1nnc(NC(=O)c2ccco2)s1	-1

canonical_smiles	TbREL1 primary
CCOC(=O)C1CCN(c2c(NCCCN(CC)Cc3ccccc3)c(=O)c2=O)CC1	0
C=CCN1C(=O)OC2(CCCCC2)C1(C)O (stereo unspecified)	5
CC(=O)Nc1ccc(NC(=O)CSCCc2ccccn2)cc1	0
O=C(NCCN1CCOCC1)c1cccc(S(=O)(=O)N2CCCC2)c1	2
Cc1c(Cl)cccc1NC(=O)CCCn1cnc([N+](=O)[O-])n1	1
Cc1ccc(C(=O)CSc2nnc(-c3ccccc3)n2-c2ccccc2)o1	-4
COC(=O)c1cccc(C23CC4(C2)[C@H](CN(C)[C@@H]4c2ccccc2)C3c2ccc(C(F)(F)F)cc2)c1 (stereo partly specified)	-3
O=C(O)c1ccc(-c2ccccc2Cl)o1	2
O=C(CSc1nnc(NC(=O)c2ccc3c(c2)OCO3)s1)NCc1ccco1	0
CCN(C(=O)CSc1nnc(-c2cccnc2)n1Cc1ccco1)c1ccccc1C	-3
COc1ccc(S(=O)(=O)N(C)C[C@H]2Oc3c(NC(=O)Nc4c(C)noc4C)cccc3C(=O)N([C@@H](C)CO)C[C@H]2C)cc1	-1
COCCn1c(SCC(=O)Nc2cccc(F)c2)nc2c(c1=O)SCC2	1
CCOC(=O)c1c(NC(=O)c2ccc(C)cc2)sc2c1CC(C)(C)OC2	5
CCc1cccc(CC)c1N(COC)C(=O)Cn1c(CO)nc2ccccc21	-1
FC(F)(F)c1cc(-c2ccco2)nc(N2CCOCC2)n1	-3

canonical_smiles	TbREL1 primary
Cc1cccc(NC(=O)C2CCCN(S(=O)(=O)c3cccc4cccnc34)C2)c1 (stereo unspecified)	-1
COc1ccc(CCNC(=O)COC(=O)c2sc(C)nc2C)cc1	3
COc1cc(/C=C(\C#N)C(=O)c2c[nH]c3ccccc23)cc(OC)c1O	-4
Cc1noc(C)c1COc1cccc(C(=O)OCC(=O)NCCN2C(=O)CSC2=O)c1	1
CC(C)C[C@H](NC(=O)c1nc[nH]c1C(=O)NCc1ccc(CNC(=O)OC(C)(C)C)cc1)C(=O)OCc1ccccc1	5
CCN1CCN(CCCNC(=O)c2cc3sccc3n2CC)CC1	-1
COc1c2c(c(OC)c3ccccc13)[C@]1(OC2)O[C@H](CCO)C[C@H](O)[C@H]1O	-4
CC(=O)N1CC23C=CC(CC2CC12CCCCCC2)O3 (stereo unspecified)	-3
CNC(=O)CC1C(=O)N(c2ccc(Cl)cc2)C(=S)N1CCc1ccc(OC)c(OC)c1 (stereo unspecified)	0
O=C(NCC1CCCO1)C1C2C=CC3(CN(Cc4cccs4)C(=O)C13)O2 (stereo unspecified)	20*
O=C(NC(=S)Nc1nc(-c2ccccc2)cs1)c1cccs1	-1
Cc1cccc(NC(=O)c2nc[nH]c2C(=O)Nc2cc(Br)ccc2F)c1	1
O=C(COc1ccccc1F)NNC(=O)Cn1c(=O)cnc2ccccc21	-1
CCOC(=O)c1cc(OC(=O)c2cccc([N+](=O)[O-])c2)n(-c2ccccc2)n1	-5
COc1ccc(N/N=C(\C#N)C(=N)N2CCOCC2)cc1	-10

Structure | TbREL1 primary
Cc1sc2ncnc(SCC(=O)N3CCC(c4noc5ccc(F)cc45)CC3)c2c1C | 1
CC(C)CCNc1ncnc2c1nnn2Cc1ccccc1Cl | -1
CCCOc1cc(C)c(S(=O)(=O)N2CCN(C)CC2)cc1C | -3
Oc1ccc(/C=N/Nc2nn3cnnc3c3ccccc23)cc1 | 1
Cc1ccc(-n2nc3c(=O)n(CCCC(=O)NCc4ccccc4F)nc(C)c3c2C)cc1 | -6
O=C(NC(Cc1ccccc1)C(=O)O)/C(=C/c1ccc(Br)cc1)NC(=O)c1ccc(Br)o1 (stereo unspecified) | 7
COc1ccccc1C(=O)N1CCC2CCNC2C1 (stereo unspecified) | 6
N#Cc1cccc(CN2CCC(=O)N(CCO)CC2)c1 | -1
COCCN1C(=O)C(=O)/C(=C(/O)c2cccc(S(=O)(=O)N(C)C)c2)C12C(=O)N(C)c1ccccc12 (stereo unspecified) | 2
Cc1ccc2nc(-c3ccc(NC(=O)CSc4nnc(-c5ccccc5)n4Cc4ccco4)cc3)sc2c1 | -2

# 4 structures from above, sorted by count of non-hydrogen atoms, largest number first:
Structure | TbREL1 primary
Cc1ccc(S(=O)(=O)NCC(=O)NCC(=O)OC(C(=O)NC(N)=O)C(C)C)cc1C (stereo unspecified) | -2
CCOCCCNC(=O)CN1CCN(S(=O)(=O)c2ccc3c(c2)CCC3)CC1 | 3
CCN(CC)c1ncnc2c1[nH]c1ccccc12 | 1
O=C(CN1CCCC1)Nc1ccccc1Cl | -1

# For convenience, part of the list above.
Structure | TbREL1 primary
Cc1sc2ncnc(SCC(=O)N3CCC(c4noc5ccc(F)cc45)CC3)c2c1C | 1
CC(C)CCNc1ncnc2c1nnn2Cc1ccccc1Cl | -1
CCCOc1cc(C)c(S(=O)(=O)N2CCN(C)CC2)cc1C | -3

# (more compounds)
Structure | TbREL1 primary
Cc1cc(C)n2nc(N)nc2n1 | -1
COC(=O)c1cc(Br)c(=O)n(CCN2CCCC2)c1 | 0
O=C(NC1CCCCC1)c1cccc2c1C(=O)c1ccc(N3CCCC3)cc1S2(=O)=O | -13
CC(C)(C)NC(=O)COc1coc(CN2CCN(Cc3ccccc3)CC2)cc1=O | 0
CCOC(=O)c1nn(-c2ccc(F)cc2)c2nc(CC(C)C)c(C#N)c(=O)n12 | -3
COC(=O)c1cccc(NS(=O)(=O)c2ccc(NC(C)=O)cc2)c1C | -1
Nc1ccc(-n2nc(C(F)(F)F)cc2C(F)(F)F)cc1 | 2
CCOc1ccc(NC(=O)CC2C(=O)N(c3ccccc3)C(=O)N2Cc2ccccn2)cc1 (stereo unspecified) | -1
O=C1C2CC=C(Cl)CC2C(=O)N1CC1OCCc2ccccc21 (stereo unspecified) | 1
c1ccc2c(-c3ccc(OCCN4CCCCC4)cc3)c(-c3ccsc3)sc2c1 | 4

Structure | TbREL1 primary
CCn1c(SCC(=O)n2c(C)c(C)c3ccccc32)nnc1-c1ccco1 | 0
O=[N+]([O-])c1ccc(N2CCN(S(=O)(=O)c3cnc[nH]3)CC2)cc1 | 2
CCS(CC)=NS(=O)(=O)c1ccc(NC(C)=O)cc1 | 2
Cc1nn(C)c(C)c1NC(=O)c1cc2nc(-c3ccco3)cc(C(F)(F)F)n2n1 | 0
Cc1cccc(C)c1NC(=O)C(NC(=O)CN1C(=O)c2ccccc2C1=O)c1ccccc1 (stereo unspecified) | -3
O=C(Cn1nc(CNc2ccc(Cl)cc2)[n+]2c1CCCCC2)c1ccc(Br)cc1 | 4
CN(C)c1cc[n+](CC[n+]2ccc(N(C)C)cc2)cc1 | -3
COC(=O)c1cc(C(=O)OC)n(Cc2ccc(Cl)cc2Cl)n1 | 5
Cc1cc(C)n(CC(=O)NNC(=O)COc2ccc(Cl)cc2Cl)n1 | 0
O=C(c1ccccc1SCc1ccc(F)cc1)N1CCOCC1 | 0

Structure | TbREL1 primary
CCCCn1c(=S)[nH]c2ccccc2c1=O | 5
Cc1c(C(=O)N2CCN(c3ccc([N+](=O)[O-])cc3)CC2)oc2ccccc12 | 2
O=C(c1ccccc1S(=O)(=O)NCc1ccccc1)N1CCCC1 | 3
COC(=O)[C@]1(C)N[C@H](c2ccc(-c3ccc(OC)cc3)cc2)[C@@H]2C(=O)N(C)C(=O)[C@@H]21 | 5
O=C1CC(c2ccc(Cl)cc2)n2nc(N3C(=O)c4ccccc4C3=O)nc2N1 (stereo unspecified) | -2
O=C(CN1C(=O)C(=O)N(Cc2ccccc2)C1=O)Nc1ccc(F)c(Cl)c1 | 3
CCN(CC(=O)Nc1ccc(NC(C)=O)cc1)CC(=O)Nc1ccc(F)c(Cl)c1 | 2
C=CCNC(=O)c1c(CSc2ccc(F)cc2)noc1C(=O)NCCC | -2
COc1cccc2[nH]c3c(N4CCC5(CC4)OCCO5)ncnc3c12 | -2
Cc1ccc(C)c(OCCCN2CCCC2)c1 | 4

Structure | TbREL1 primary
c1ccc(Cn2c(NCc3ccco3)nc3ccccc32)cc1 | 0
CCOc1cc(N2CCOCC2)c(OCC)cc1NC(=O)CN1C(=O)NC(CC(C)C)C1=O (stereo unspecified) | -7
Cc1cnc(NC(=O)CSc2nnc(CNc3ccc(F)cc3)n2CC2CCCO2)s1 (stereo unspecified) | 4
O=C(c1cc2ccccc2o1)N1CCN(S(=O)(=O)c2cccs2)CC1 | -4
O=C(OCc1ccccc1)/C(=C(\O)c1ccccc1Br)c1ccc(-c2ccccc2)cn1 | 5
CC(C)(C)c1cc(C(=O)NNC(=O)c2ccc(C(F)(F)F)cc2)no1 | -1
O=C(Nc1ccc(N2CCOCC2)nc1)c1ccc(Cl)cc1 | 2
COc1cccc(NC(=O)CN(C)C(=O)c2ccc(N3CCOCC3)c([N+](=O)[O-])c2)c1 | 3
COc1ccc(C(=O)COC(=O)c2cccs2)cc1 | 2
Cc1ccc(Oc2c(C)nc(-c3ccccc3)[nH]c2=O)cc1 | 1

Structure | TbREL1 primary
Cc1ccc(Cn2c(CN(C)Cc3ccccc3)nc3c2c(=O)n(C)c(=O)n3C)cc1 | 6
CC(=O)Nc1ccc(OCC(O)CN2C(C)CCCC2C)cc1 (stereo unspecified) | 3
COc1ccc(Cl)cc1NC(=O)CN1CCCCCC1 | 0
Cc1ccccc1C(=O)Nc1ccc2c(c1)C(=O)NC2=O | 0
CCOC(=O)c1cnc2c(N=Nc3cccc(Cl)c3)c(N)nn2c1N | -1
O=C(Nc1ccc2c(c1)OCO2)c1ccc(CO)cc1 | 2
Cc1ccc(-c2nnc(SCC(=O)N3CC(C)CC(C)C3)o2)cc1C (stereo unspecified) | -2
Cc1cc(NC(=O)c2ccoc2C)ccc1Br | 1

# The list is partial. The share of hits here may be higher or lower than overall.
